D1 ag: activates the human D1 dopamine receptor. activation, % at 2 µM. HEK293 T-REx D1 cells, calcium flux, agonist mode. 1% of 360,000 active. P21728; in the data active means activation above about 30%; further: 0% is about no effect
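Agonism was scored from calcium flux recorded over 180 s (1 read/s) after pintool compound addition, following a 10-cycle baseline. Cells were inducible force-coupled HEK293 TREx D1, plated overnight at 30 C and loaded with no-wash calcium dye.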
RXFP1 agonist: RXFP1 (human) receptor agonism; Q9HBX9; HEK293T-RXFP1 cAMP TR-FRET, 30 min; response scale: percent of porcine relaxin response, buffer zero; Potency, µM (highest dose often 57.5 µM), for inactives: at the top dose activation, usual class: activators; 0.3% of 370,000 active; AID 2676; further: potency means the concentration at half of the fitted maximal effect; on the % scale 0 is the no-effect control and ±100 the full control effect; nearly all actives have a fitted effect of over 60% in size; many of its hits are not listed in these tables
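cAMP rise read by TR-FRET after 30 min, 37C compound exposure (up to 58 uM) in RXFP1-transfected HEK293 cells with Ro 20174 present. EC50 from Hill-equation fits, with 29 nM porcine relaxin as 100% and buffer as basal.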
TRHR agonist: activates the human TRH receptor. TRHR cells, calcium flux fluo-8, FDSS agonist mode. 0.18% of 360,000 active. P34981. activation, % at 2 µM. AID 493084; in the data active means activation above about 30%; further: 0% is about no effect
Target sequence (P34981 whole entry, looked up): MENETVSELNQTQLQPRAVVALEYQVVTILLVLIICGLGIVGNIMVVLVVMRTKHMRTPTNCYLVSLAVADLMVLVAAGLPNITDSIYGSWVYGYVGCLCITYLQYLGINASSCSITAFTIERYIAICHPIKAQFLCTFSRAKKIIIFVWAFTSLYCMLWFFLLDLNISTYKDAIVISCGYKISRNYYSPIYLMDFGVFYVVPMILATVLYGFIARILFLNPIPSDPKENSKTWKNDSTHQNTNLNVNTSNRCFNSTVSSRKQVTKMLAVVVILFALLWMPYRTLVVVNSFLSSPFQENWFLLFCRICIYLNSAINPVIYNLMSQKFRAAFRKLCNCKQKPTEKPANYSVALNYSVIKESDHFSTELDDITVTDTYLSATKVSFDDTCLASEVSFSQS
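Steps: seed TRHR cells overnight; add fluo-8 no-wash Ca dye, RT 30 min–1.5 h; record 10 s baseline; pin-transfer compounds; monitor fluorescence 1 cycle/s for the agonist window. Calcium increases flag candidate agonists.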
D2 PAM: positive allosteric modulators of human D2 dopamine receptor | HEK293 T-REx D2, calcium flux, EC20 dopamine potentiation | potentiation, % at 10 µM | 0.34% of 340,000 active;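 active means potentiation over 3 SD above the plate norm, cut at about 30% in these data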; further: 0% is about no effect
Target sequence (P14416 whole entry, looked up): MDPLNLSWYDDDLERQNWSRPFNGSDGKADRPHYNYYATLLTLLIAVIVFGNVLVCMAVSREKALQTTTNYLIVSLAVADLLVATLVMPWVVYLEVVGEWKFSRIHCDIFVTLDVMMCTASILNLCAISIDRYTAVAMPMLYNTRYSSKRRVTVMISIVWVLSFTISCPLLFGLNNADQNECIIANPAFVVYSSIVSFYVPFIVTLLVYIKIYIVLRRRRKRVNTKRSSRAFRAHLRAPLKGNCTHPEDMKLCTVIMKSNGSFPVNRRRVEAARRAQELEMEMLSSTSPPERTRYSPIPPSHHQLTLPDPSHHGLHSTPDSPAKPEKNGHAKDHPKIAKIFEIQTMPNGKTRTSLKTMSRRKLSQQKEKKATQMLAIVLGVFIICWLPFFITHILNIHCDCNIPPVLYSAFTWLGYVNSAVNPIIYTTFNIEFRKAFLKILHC
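Tetracycline-induced Hek293 Trex D2 cells, force-coupled to calcium, loaded with no-wash calcium dye. Compound added with 180 s kinetic read for agonism, then EC20 dopamine and a further 180 s read for potentiation.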
TRHR PAM: TRH receptor (human) allosteric enhancement; enhancement, % at 2 µM; TRHR cells, fluo-8 calcium fluorescence, EC20 TRH enhancement; P34981; 0.66% of 360,000 active; in the data active means enhancement above about 30%; further: 0% is about no effect
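TRHR-expressing cells loaded with fluo-8 calcium dye were read kinetically (ex 480/em 530) during compound addition, then stimulated with an EC20 of TRH (10 nM final). Enhancement of the Gq-mediated intracellular calcium response was scored.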
D1 potentiator: human D1 dopamine receptor positive modulation; P21728; HEK293 TREx D1 cells, calcium flux, dopamine EC20 potentiation; potentiation, % at 10 µM; 0.036% of 360,000 active; AID 504651; in the data active means potentiation above about 30%; further: 0% is about no effect
D1 antagonist: blocks dopamine activation of the human D1 receptor. P21728. HEK293 TREx D1 cells, calcium flux, dopamine EC80; hits give low values. activity change, negative = inhibition, % at 10 µM. 3.2% of 360,000 active; in the data active means activity change below about -30%; further: on the % scale 0 is the no-effect control and ±100 the full control effect
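Allosteric or orthosteric antagonism assessed as attenuation of the calcium response to EC80 dopamine, added 180 s after compound, in induced HEK293 Trex D1 cells loaded with no-wash calcium dye.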
RXFP1 antagonist: RXFP1 (human) relaxin receptor antagonism. Q9HBX9. HEK293-RXFP1, relaxin-stimulated cAMP HTRF, 30 min; hits give low values. activity change, negative = inhibition, % at 57.5 µM. 0.59% of 350,000 active. AID 1259400;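 active means activity change of -60% or lower, but not beyond a set lower limit; inconclusive means change between -60% and -40%, or beyond the set limit; inactive means change above -40%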; further: on the % scale 0 is the no-effect control and ±100 the full control effect
Apoferritin bind: binds horse apoferritin like a general anesthetic. Potency, µM (doses to about 77.5 µM), for the others: at the top dose activity change, negative = displacement, usual class: inhibitors. P02791. 0.074% of 350,000 active. apoferritin/1-aminoanthracene competitive binding, fluorescence; further: potency means the concentration at half of the fitted maximal effect; on the % scale 0 is the no-effect control and ±100 the full control effect; nearly all actives have a fitted effect of over 20% in size
Target sequence (P02791 2-175 limits assumed): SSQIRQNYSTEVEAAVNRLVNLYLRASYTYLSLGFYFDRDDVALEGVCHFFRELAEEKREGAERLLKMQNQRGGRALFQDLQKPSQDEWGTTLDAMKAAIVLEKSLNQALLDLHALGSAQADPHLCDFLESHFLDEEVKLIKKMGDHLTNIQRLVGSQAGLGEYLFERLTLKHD
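Horse-spleen apoferritin (10 uM) in 50% saturated 1-aminoanthracene in PBS was incubated 10 min at room temperature with compound. Fluorescence (ex 380, em 535 nm) was normalized to free and bound 1-AMA, with concentration-response fitted by a four-parameter Hill equation.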
Numbers without * were called inactive; & = joins results of further samples; [ ] = another dose, or the depositor's remark. Unless noted, the call rests on the fitted dose curve; in most records, active means well fitted curve in the direction sought with a large enough effect; inconclusive means small, poorly fitted or top-dose-only effect, or another doubt; inactive means no such curve, though single readings can be large; an effect the other way counts as inactive or inconclusive. A portion of the library; rates above refer to the full screens.

Results for O=C(O)c1ccc(NS(=O)(=O)c2cccc(S(=O)(=O)c3ccc(Cl)c(Cl)c3)c2)cc1 ?
D1 ag: 0; RXFP1 agonist: -3.9%; TRHR agonist: 0.8; TRHR PAM: 1; D1 potentiator: -5; D1 antagonist: 7; RXFP1 antagonist: 0; Apoferritin bind: 2%

How did Cc1c(C(=O)N(Cc2ccc(N(C)C)cc2)C2CCS(=O)(=O)C2)oc2ccccc12 (configuration not stated) do in these assays?
D1 ag: 5&-1; RXFP1 agonist: -7.8%&-0.2%; TRHR agonist: 0.0&-0.6; D2 PAM: 9&0; TRHR PAM: -11&19; D1 potentiator: 6&2; D1 antagonist: 8&9; RXFP1 antagonist: -18&-17; Apoferritin bind: 8%&0%

How did CNC(=S)N(CCc1ccc(OC)c(OC)c1)Cc1cc2c(C)cc(C)cc2[nH]c1=O do in these assays?
D1 ag: 0; RXFP1 agonist: 5.6%; TRHR agonist: -0.5; D2 PAM: 19; TRHR PAM: 27; D1 potentiator: -4; D1 antagonist: 10; RXFP1 antagonist: 7; Apoferritin bind: -2%

How did CN(C)c1ccc(C(CNC(=O)c2ccccc2Br)c2c[nH]c3ccccc23)cc1 (configuration not stated) do in these assays?
D1 ag: 0; RXFP1 agonist: 0.0%; TRHR agonist: -0.7; D2 PAM: 17; TRHR PAM: 1; D1 potentiator: 2; D1 antagonist: 0; RXFP1 antagonist: -9; Apoferritin bind: -4%

Results for COC(=O)c1ccccc1NC(=S)N(Cc1ccc2c(c1)OCO2)Cc1cc2ccc(OC)cc2[nH]c1=O ?
D1 ag: 1; RXFP1 agonist: 6.1%; TRHR agonist: -0.1; D2 PAM: 4; TRHR PAM: 4; D1 potentiator: -1; D1 antagonist: -2; RXFP1 antagonist: -4; Apoferritin bind: -10%

How did CCCCC(=O)N/N=C(C)/C=C/c1ccccc1F do in these assays?
D1 ag: 3; RXFP1 agonist: -1.7%; TRHR agonist: 0.1; D2 PAM: 11; TRHR PAM: 24; D1 potentiator: 4; D1 antagonist: -7; RXFP1 antagonist: -5; Apoferritin bind: -17%

Results for O=C(Cn1c(C(=O)NCC2CCCO2)cc2sccc21)c1ccccc1 (configuration not stated) ?
D1 ag: 1; RXFP1 agonist: 0.2%; TRHR agonist: -0.8; TRHR PAM: -4; D1 potentiator: -5; D1 antagonist: -50*; RXFP1 antagonist: 6; Apoferritin bind: 2%

What do the screens show for `COc1ccc(NC(=O)c2oc3ccccc3c2CSC)cn1`?
D1 ag: 0; RXFP1 agonist: 0.1%; TRHR agonist: -0.3; D2 PAM: -7; TRHR PAM: 0; D1 potentiator: -4; D1 antagonist: -1; RXFP1 antagonist: 2; Apoferritin bind: -7%

What do the screens show for `Cc1nn(Cc2ccc(Cl)cc2)c(C)c1NC(=O)c1noc2c1CCc1ccccc1-2`?
D1 ag: -1&2; RXFP1 agonist: -1.4%&1.4%; TRHR agonist: 0.1&0.2; D2 PAM: 15&-2; TRHR PAM: 6&-2; D1 potentiator: 1&1; D1 antagonist: -3&0; RXFP1 antagonist: -16; Apoferritin bind: 1%&-4%

What do the screens show for `COc1ccc(/C=N/n2cc(-c3ccc(OC)cc3)nc2N)cc1`?
D1 ag: -1; RXFP1 agonist: -0.4%; TRHR agonist: 0.5; D2 PAM: -9; TRHR PAM: 0; D1 potentiator: 2; D1 antagonist: -38*; RXFP1 antagonist: -17; Apoferritin bind: -20%

Results for COC(=O)c1cc(S(=O)(=O)NCCc2ccc(Cl)cc2)c[nH]1 ?
D1 ag: 2; RXFP1 agonist: -0.5%; TRHR agonist: -0.1; D2 PAM: -7; TRHR PAM: 2; D1 potentiator: -6; D1 antagonist: 8; Apoferritin bind: inconclusive

Results for O=c1[nH][nH]c(C(F)(F)F)c1C=NCc1cccc(Cl)c1 ?
D1 ag: -2; RXFP1 agonist: -2.5%; TRHR agonist: 0.1; D2 PAM: 0; TRHR PAM: 4; D1 potentiator: -1; RXFP1 antagonist: -2; Apoferritin bind: -17%

2 entries drawn at random from those above, as already listed:
How did CNC(=S)N(CCc1ccc(OC)c(OC)c1)Cc1cc2c(C)cc(C)cc2[nH]c1=O do in these assays?
D1 ag: 0; RXFP1 agonist: 5.6%; TRHR agonist: -0.5; D2 PAM: 19; TRHR PAM: 27; D1 potentiator: -4; D1 antagonist: 10; RXFP1 antagonist: 7; Apoferritin bind: -2%

How did CN(C)c1ccc(C(CNC(=O)c2ccccc2Br)c2c[nH]c3ccccc23)cc1 (configuration not stated) do in these assays?
D1 ag: 0; RXFP1 agonist: 0.0%; TRHR agonist: -0.7; D2 PAM: 17; TRHR PAM: 1; D1 potentiator: 2; D1 antagonist: 0; RXFP1 antagonist: -9; Apoferritin bind: -4%

Next part:
What do the screens show for `CCN(CC)C1CCN(C(=O)c2ccc3nc(Cc4ccc(OC)cc4)oc3c2)C1` (configuration not stated)?
D1 ag: 1; RXFP1 agonist: 0.2%; TRHR agonist: -0.3; D2 PAM: -7; TRHR PAM: 3; D1 potentiator: -5; D1 antagonist: 3; RXFP1 antagonist: 5; Apoferritin bind: -8%

Results for COc1ccc(CN(C)C(=O)c2cccc(S(=O)(=O)N3CCN(c4ccccc4)CC3)c2)c(OC)c1OC ?
D1 ag: 0; RXFP1 agonist: -0.8%; TRHR agonist: 0.3; D2 PAM: 7; TRHR PAM: 3; D1 potentiator: -9; D1 antagonist: -33*; RXFP1 antagonist: -15

What do the screens show for `Cc1ccc(Cl)cc1NC(=O)CCS(=O)(=O)c1cccc2nonc12`?
D1 ag: 1; RXFP1 agonist: 0.7%; TRHR agonist: -0.6; D2 PAM: 18; TRHR PAM: 10; D1 potentiator: -6; D1 antagonist: 2; RXFP1 antagonist: 6; Apoferritin bind: -2%

Results for Cc1cc(C(=O)OCCO)c(C#N)c(N)n1 ?
D1 ag: 1; RXFP1 agonist: 2.1%; TRHR agonist: 0.0; D2 PAM: -8; TRHR PAM: -4; D1 potentiator: -1; D1 antagonist: 1; RXFP1 antagonist: -3; Apoferritin bind: 182%[activator]

How did O=S(=O)(NC1CCCCC1N1CCCCC1)c1ccc(Cl)cc1 (configuration not stated) do in these assays?
D1 ag: 1; RXFP1 agonist: 0.8%; TRHR agonist: 0.1; D2 PAM: 26; TRHR PAM: -4; D1 potentiator: 3; D1 antagonist: 1; RXFP1 antagonist: 0; Apoferritin bind: -14%

How did COc1ccc(-n2nc([N+](=O)[O-])c(=NCCc3ccccc3)n2O)cc1 do in these assays?
D1 ag: 1; RXFP1 agonist: 0.2%; TRHR agonist: -0.9; D2 PAM: 14; TRHR PAM: 2; D1 potentiator: -1; D1 antagonist: 11; Apoferritin bind: 1%

How did O=[N+]([O-])c1cccc(-c2nc(-c3ccccc3)c(-c3cccs3)[nH]2)c1 do in these assays?
D1 ag: 0; RXFP1 agonist: 2.1%; TRHR agonist: 0.4; D2 PAM: 8; TRHR PAM: -10; D1 potentiator: -9; D1 antagonist: -1; RXFP1 antagonist: -10; Apoferritin bind: -21%

What do the screens show for `Cc1cc(OCC(=O)Nc2ccncc2)ccc1Br`?
D1 ag: 13; RXFP1 agonist: -0.7%; TRHR agonist: -0.7; D2 PAM: -10; TRHR PAM: -11; D1 potentiator: -2; D1 antagonist: -32*; RXFP1 antagonist: -8; Apoferritin bind: -12%

Results for CC1CCN(C(=O)c2ccc3c(c2)OCCO3)CC1 ?
D1 ag: 2; RXFP1 agonist: -0.2%; TRHR agonist: 0.0; D2 PAM: 19; TRHR PAM: 1; D1 potentiator: 14; D1 antagonist: 3; RXFP1 antagonist: -21; Apoferritin bind: -13%

Results for O=C(CCC(=O)NNc1nc2ccccc2c2nc(-c3ccccc3)nn12)NCCCN1CCOCC1 ?
D1 ag: -2; RXFP1 agonist: -0.9%; TRHR agonist: 0.2; D2 PAM: 3; TRHR PAM: -1; D1 potentiator: -3; D1 antagonist: -3; RXFP1 antagonist: 1; Apoferritin bind: -11%

Results for COc1cc(C(=O)OCC(=O)N(C)c2ccccc2)cc(OC)c1OC ?
D1 ag: 1; RXFP1 agonist: 3.6%; TRHR agonist: -0.1; D2 PAM: 14; TRHR PAM: 3; D1 potentiator: -2; D1 antagonist: 14; RXFP1 antagonist: 13; Apoferritin bind: -1%

How did Cc1ccc(SCCN)cc1C do in these assays?
D1 ag: 7; RXFP1 agonist: 0.3%; TRHR agonist: -0.2; D2 PAM: 3; TRHR PAM: -4; D1 potentiator: 4; D1 antagonist: 10; RXFP1 antagonist: 5; Apoferritin bind: -9%

What do the screens show for `COC(=O)C1=C(C)N(Cc2ccco2)C(=O)N[C@H]1c1ccccc1`?
D1 ag: -1; RXFP1 agonist: 1.2%; TRHR agonist: -0.4; D2 PAM: 2; TRHR PAM: 0; D1 potentiator: 1; D1 antagonist: -49*; Apoferritin bind: -12%

How did Cc1nnc(-c2cnn(-c3ccccc3)c2N)n1Cc1ccncc1 do in these assays?
D1 ag: 5; RXFP1 agonist: -0.2%; TRHR agonist: 0.9; D2 PAM: -8; TRHR PAM: 2; D1 potentiator: -3; D1 antagonist: -10; RXFP1 antagonist: 5; Apoferritin bind: -15%

What do the screens show for `COc1cccc(CN2CCN(S(=O)(=O)c3ccc(Cl)s3)CC2)c1`?
D1 ag: 8; RXFP1 agonist: -0.3%; TRHR agonist: 0.4; D2 PAM: -3; TRHR PAM: -4; D1 potentiator: -2; D1 antagonist: 7; RXFP1 antagonist: -18; Apoferritin bind: -7%

What do the screens show for `COc1cccc(C(=O)N2CCCC(c3nc(-c4cccs4)no3)C2)c1` (configuration not stated)?
D1 ag: 2; RXFP1 agonist: 0.3%; TRHR agonist: -0.3; D2 PAM: 9; TRHR PAM: -4; D1 potentiator: -6; D1 antagonist: -7; RXFP1 antagonist: -23; Apoferritin bind: -9%

What do the screens show for `CN(C(=O)c1ccccc1)c1ccc(OCC(=O)NC2CCS(=O)(=O)C2)cc1` (configuration not stated)?
D1 ag: 8; RXFP1 agonist: 1.9%; TRHR agonist: 0.5; D2 PAM: -1; TRHR PAM: 1; D1 potentiator: 6; D1 antagonist: 5; RXFP1 antagonist: 1; Apoferritin bind: -6%

How did O=C(COc1ccccc1-c1ccccc1)N/N=C/c1ccc2ccccc2c1 do in these assays?
D1 ag: 6; RXFP1 agonist: 0.6%; TRHR agonist: 0.3; D2 PAM: -4; TRHR PAM: 8; D1 potentiator: -2; D1 antagonist: 14; RXFP1 antagonist: -15; Apoferritin bind: -8%

Results for CN(C)c1nc(NS(=O)(=O)c2ccc(Cl)cc2)nc(N(C)C)n1 ?
D1 ag: 0; RXFP1 agonist: 3.0%; TRHR agonist: -0.5; D2 PAM: 16; TRHR PAM: 9; D1 potentiator: 0; D1 antagonist: -10; RXFP1 antagonist: -1; Apoferritin bind: -20%
